# TCR-CD3 inh = inhibitors of human TCR-CD3 interaction, primary screen, biochemical, fluorescence, TAMRA-labeled TCR probe; inhibition, % at 9.4 µM; hit rate 0.37% among 360,000; AID 651800, 2012; T-cell receptor (TCR); in the data active means inhibition above about 19%;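 further: recombinant mutant TCR 2C K166C tagged with TAMRA read by polarization; 0% = receptor in buffer alone and 100% = receptor with positive control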
# PG9 binder = binders of HIV-1 gp120 antibody PG9, primary screen, biochemical, TR-FRET | TR-FRET gp120-PG9 antibody binding | inhibition, % at 6.7 µM | hit rate 0.43% among 360,000 | AID 624416, 2012; in the data active means inhibition above about 8.5%
# PRMT1 FP inh = PRMT1 methyltransferase inhibitors, primary screen, biochemical, fluorescence polarization | Protein arginine N-methyltransferase 1 (Homo sapiens), Q99873 | recombinant PRMT1, activity-based probe fluorescence polarization | inhibition, % at 2.79 µM | hit rate 1.3% among 370,000 | AID 652257, 2013;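 active means inhibition above about 21% made by adding two undisclosed values, limit read from the data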
# Target sequence (Q99873 whole entry, looked up): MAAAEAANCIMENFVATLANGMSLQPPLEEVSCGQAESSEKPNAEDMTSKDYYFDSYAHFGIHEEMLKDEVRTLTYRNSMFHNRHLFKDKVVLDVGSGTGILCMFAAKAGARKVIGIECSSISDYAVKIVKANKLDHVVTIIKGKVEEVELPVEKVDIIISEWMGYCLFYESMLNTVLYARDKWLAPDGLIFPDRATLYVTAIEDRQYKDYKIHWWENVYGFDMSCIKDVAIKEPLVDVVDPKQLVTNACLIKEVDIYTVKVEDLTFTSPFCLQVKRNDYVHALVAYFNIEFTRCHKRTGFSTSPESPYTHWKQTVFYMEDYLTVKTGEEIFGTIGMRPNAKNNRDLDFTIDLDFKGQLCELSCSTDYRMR
# ABHD4 inh = ABHD4 inhibitors, primary screen, biochemical, fluorescence polarization, mouse; (Lyso)-N-acylphosphatidylethanolamine lipase (Mus musculus), Q8VD66; purified mABHD4, FP-Rh probe fluorescence polarization; inhibition, % at 8.92 µM; hit rate 0.54% among 370,000;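 active means inhibition exceeding the mean over every tested compound plus 3 SD, cut at about 30% in these data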;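 further: 0% = plate median of compound wells and 100% = S159A mutant with DMSO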
# Target sequence (Q8VD66 whole entry, looked up): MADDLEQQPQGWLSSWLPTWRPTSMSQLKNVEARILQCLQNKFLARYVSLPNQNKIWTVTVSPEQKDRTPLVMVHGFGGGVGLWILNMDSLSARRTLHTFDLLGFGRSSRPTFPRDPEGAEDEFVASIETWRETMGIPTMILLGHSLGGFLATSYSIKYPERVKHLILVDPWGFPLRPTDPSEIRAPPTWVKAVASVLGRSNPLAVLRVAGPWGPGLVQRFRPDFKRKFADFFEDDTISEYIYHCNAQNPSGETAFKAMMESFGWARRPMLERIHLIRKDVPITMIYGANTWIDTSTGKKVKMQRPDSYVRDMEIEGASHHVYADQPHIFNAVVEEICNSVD
#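 System: mouse ABHD4 enzyme, wild type / Medium: HEPES pH 7.0, NaCl, Pluronic buffer / Reagent: FP-Rh activity-based fluorescent probe / Control set: S159A mutant high control, sample median low control / Detection: fluorescence polarization with parallel and perpendicular emission, 525/598 nm / Schedule: 45 min + 60 min at 25 °C / Compound dosing: 8.92 µM, single dose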
# SIAE primary = human SIAE inhibitors, primary screen, biochemical, fluorescence polarization, FP-Rh probe, 1536-well HTS. hit rate 0.69% among 370,000. inhibition, % at 9.66 µM. SIAE FP-Rh probe binding. AID 1053197, 2014;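 active means inhibition above a cutoff: mean of compounds within the control limits plus 3 SD of those, cut at about 17% in these data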;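 further: 0% = plate median of compound wells and 100% = probe without SIAE protein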
# LEDGF integ inh = blockers of LEDGF/p75-dependent integrase strand transfer – biochemical, TR-FRET, high throughput, primary screen; inhibition, % at 3.7 µM; hit rate 0.64% among 370,000; TR-FRET IN-LEDGF/p75 DNA integration, Eu/Cy5; HIV-1 integrase (with human LEDGF/p75);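 active means inhibition above the screen-wide mean plus 3 SD, cut at about 13% in these data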;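 further: signal is the Cy5 over europium emission ratio at 671 and 618 nm; 0% = plate median of compound wells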
# UHRF1 MBD2 ctr = UHRF1 methylated DNA binding inhibitors, primary screen, counter-screen for MBD2 inhibitor project, biochemical, TR-FRET, human UHRF1, single concentration; E3 ubiquitin-protein ligase UHRF1 (Homo sapiens), Q96T88; inhibition, % at 4.4 µM; hit rate 0.75% among 370,000; UHRF1 binding to methylated oligo; AID 687016, 2013; in the data active means inhibition above about 21%;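 further: UHRF1 SRA domain binding a hemimethylated CpG hairpin DNA probe; 0% = median of test compound wells and 100% = reference inhibitor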
# HTRA1 inhibitor = HTRA1 serine protease inhibitors, primary screen, biochemical, fluorescence polarization, HTS. recombinant HTRA1, FP-rhodamine activity-based probe. AID 504803, 2011. inhibition, % at 5.96 µM. hit rate 0.5% among 340,000; in the data active means inhibition above about 36%;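 further: 0% = enzyme with DMSO and 100% = wells lacking enzyme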
# Tn7 DDE FP = inhibitors of Tn7 peptide binding to fibrin DD(E), primary screen, biochemical, fluorescence polarization, human fibrin, Tn7 probe; FP displacement of FITC-Tn7 peptide from fibrin DD(E); 0% = median of compound wells per plate; hit rate 0.13% among 370,000; AID 720508, 2013; inhibition, % at 8.3 µM;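 active means inhibition above the mean of compounds falling within the control limits plus 3 SD of them, cut at about 14% in these data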;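 further: 0% = plate median of compound wells and 100% = 10 µM Aha-Tn7 peptide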
#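 Assay system: Human fibrin DD(E) protein | Medium: Tris buffer with calcium and detergent, pH 7.8 | Reagent: 0.1 µM fluorescent Tn7 | Compound dosing: Single point at 8.3 µM | Times: 10 min preincubation, 3 h with tracer, room temperature | Detection: Fluorescence polarization of the labelled Tn7 tracer | Controls: Aha-Tn7 high control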
# TDP2 inh = human TDP2 enzyme inhibitors, primary screen, biochemical, epi absorbance, recombinant enzyme; Tyrosyl-DNA phosphodiesterase 2 (Homo sapiens), O95551; T5PNP hydrolysis, p-nitrophenol absorbance 415 nm; inhibition, % at 12.8 µM; hit rate 0.34% among 370,000; AID 720702, 2013;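 active means inhibition above the mean of all tested compounds plus 3 SD, set per campaign, cut at about 25% in these data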;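 further: 0% = DMSO with enzyme and 100% = buffer with substrate but no TDP2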
#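 test system = human TDP2 enzyme | input = TDP2 enzyme at 120 nM final | medium = 50 mM Tris-HCl pH 7.5 with Mg2+, KCl, DTT, BSA | also added = T5PNP substrate, 5 mM | times = 2 h at 37 °C | technique = epi absorbance | benchmarks = high control without enzyme, low control DMSO plus TDP2 | replication = each compound tested once, singlicate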
# * hit, by the source's call; / = no result given.
SMILES,TCR-CD3 inh,PG9 binder,PRMT1 FP inh,ABHD4 inh,SIAE primary,LEDGF integ inh,UHRF1 MBD2 ctr,HTRA1 inhibitor,Tn7 DDE FP,TDP2 inh
Oc1ccccc1C=NN=C1c2ccccc2-c2ccccc21,-2,-1.7,3,-3,-12,-3,0,-7,4,10
Cc1ccc(-c2nnc(NC(=O)c3ccco3)o2)c(C)c1,1,-1.6,2,9,-4,4,-1,8,-4,4
Nn1c(COc2ccc(Cl)cc2)n[nH]c1=S,1,0.3,4,3,0,-2,0,2,-7,-5
O=C(CCN1C(=O)/C(=C\c2ccccc2)SC1=S)N1CCCCC1,-2,-0.2,2,1,-4,2,0,1,-6,14
CCc1nnc(NC(=O)c2cccc(S(=O)(=O)N3CCCC3)c2)s1,7,-2.1,0,-3,-1,4,0,-6,5,-6
COc1cc(NC(=O)c2cccc([N+](=O)[O-])c2)ccc1NC(=O)c1cc2ccccc2o1,1,-0.2,0,0,1,0,-3,4,2,-12
CC(C)[C@H](NC(=O)OCc1ccccc1)C(=O)OCC(=O)N1CCCCC1,-4,1.7,-1,1,3,4,-1,-2,5,6
Cc1ccc(-c2nc(SCC(=O)N(C)c3c(N)n(Cc4ccccc4)c(=O)[nH]c3=O)n[nH]2)cc1,7,-0.6,-8,0,5,3,-3,-4,-5,-16
CC1(C)C(N(O)C(=O)Nc2ccc(Cl)cc2)N(c2ccc(Cl)cc2)C(=O)N1CC(=O)NN (centres undefined),9,-2.2,-2,-33,-30,-2,-2,-42,-1,-6
O=C(Nc1ccc(N2CCN(c3ccccc3)CC2)c(F)c1)C1CC1,1,-1.6,5,7,1,-8,3,2,-1,-2
Cc1ccc(S(=O)(=O)Nc2ccc(Nc3nccn4c(-c5ccc6ccccc6c5)cnc34)cc2)cc1,-5,-1.8,2,-13,-8,-8,2,/,-3,0
CC(=O)Nc1ccc(N2C(C(C)=O)=NN(c3ccc(Cl)cc3)C2c2sccc2C)cc1 (centres undefined),3,-0.5,-2,-8,21*,0,-1,-6,2,-2
O=C(OCC1CCCN2CCCCC12)c1ccc2c(c1)OCO2 (centres undefined),-2,0.2,3,1,3,1,-3,5,-1,11
Nc1nonc1-n1nnc(C(=O)N/N=C/c2cccc(F)c2)c1-c1ccc2c(c1)OCO2,-5,1.0,1,0,-13,-5,1,-9,-3,-7
CCCCN(C(=O)c1ccccc1OCc1ccc(F)cc1)c1c(N)n(CCC)c(=O)[nH]c1=O,-4,-0.9,4,4,-2,-4,2,-1,-5,-4
CC(C)(C)[C@@H]1CCC(=O)N(CC[C@H](Sc2ccc(Br)cc2)c2ccccc2)CC1,9,-1.6,2,-2,-10,-2,0,-49,7,-12
Cc1ccc(-c2ccc(=O)n(CC(=O)NCc3ccc(F)cc3)n2)cc1,5,-0.9,-1,-7,-2,1,-4,-10,0,3
CC[C@@H](C)[C@@H]1CN([C@@H](C)CN2CCC[C@H]2CN2C(N)=NC[C@H]2CC(C)C)C(=N)N1CCc1ccc(Cl)c(Cl)c1,-1,1.1,-2,12,9,-5,-2,0,6,-6
CCn1cc(C(=O)C(F)(F)F)c2ccccc21,4,0.3,-1,3,6,0,0,-5,-2,7
CCOCCc1c(O)nc(SCC)[nH]c1=O,9,2.8,4,6,-1,1,1,0,1,-5
COc1ccc(OCc2nnc(SC(C)C(=O)Nc3nccs3)n2-c2ccccc2)cc1 (centres undefined),4,-0.2,0,1,1,0,2,3,2,-7
O=C(c1ccc(OC2CCN(Cc3cccc(F)c3)CC2)cc1)N1CCCCC1,-6,-0.9,-1,1,8,-2,0,-3,5,-13
Cc1ccc(NC(=O)Nc2c(C)[nH]c(=O)[nH]c2=O)cc1Cl,-9,-0.8,-3,-2,1,4,-1,4,-4,7
Cc1cccn2c(=O)c(C=O)c(N3CCN(C)CC3)nc12,5,-0.3,7,3,3,5,-4,10,-7,-4
Cc1ccc(/C(O)=C2\C(=O)C(=O)N(C)C2c2ccc(F)cc2)cc1 (centres undefined),-3,0.2,4,5,-3,-5,-2,-4,2,-6
Cc1ccc(C(=O)O)cc1NC(=O)C1CCN(S(=O)(=O)c2ccc3c(c2)OCCO3)CC1,4,-1.6,1,1,-2,2,0,0,-6,2
O=C(CCCOc1ccc(Cl)cc1Cl)NNC(=O)C1CCC1,3,-0.4,1,-7,3,1,1,-2,1,13
O=C(Nc1ccc(Cl)cc1Cl)c1ccc(Br)o1,3,-0.3,4,3,0,-2,0,-8,-3,8
O=C(NNC(=O)c1ccc(-n2cncn2)c([N+](=O)[O-])c1)c1cccc(Cl)c1,0,-0.1,-3,4,16,-1,-3,5,3,-3
Cc1nn(C)cc1/C=C/C(=O)c1ccc(O)cc1,3,-1.2,0,-1,10,-2,-7,-1,-5,-13
Cc1nc(-c2cccnc2)sc1C(=O)Nc1ccc(F)cc1F,2,-2.8,-5,-5,-9,4,0,-4,-2,-19
CCN(CC)CCCN=Cc1c(O)n(-c2cccc(C)c2)c(=O)c2ccccc12,7,-2.2,-2,0,7,-3,0,/,0,9
O=C(Cn1ncc2c(=O)oc3ccccc3c21)NCCC1=CCCCC1,6,0.1,3,-15,-1,-3,-3,-4,3,-1
COc1cccc(C(=O)c2c[nH]c(C(=O)NCCCN3CCOCC3)c2)c1,-1,-1.9,-3,-2,0,1,3,-2,-1,-1
COc1ccc2c(c1)c1nc3n(c(=O)c1n2CC(=O)Nc1ccccc1)CCS3,-5,4.9,-1,-8,1,-1,-1,1,1,5
COc1ccc(N2CCN(C(=O)CN(C3CCCCC3)S(C)(=O)=O)CC2)cc1,-6,-0.1,2,1,7,-2,0,6,1,12

# Nine structures from above, ordered by count of non-hydrogen atoms, descending:
SMILES,TCR-CD3 inh,PG9 binder,PRMT1 FP inh,ABHD4 inh,SIAE primary,LEDGF integ inh,UHRF1 MBD2 ctr,HTRA1 inhibitor,Tn7 DDE FP,TDP2 inh
Cc1ccc(C(=O)O)cc1NC(=O)C1CCN(S(=O)(=O)c2ccc3c(c2)OCCO3)CC1,4,-1.6,1,1,-2,2,0,0,-6,2
CCN(CC)CCCN=Cc1c(O)n(-c2cccc(C)c2)c(=O)c2ccccc12,7,-2.2,-2,0,7,-3,0,/,0,9
COc1ccc(N2CCN(C(=O)CN(C3CCCCC3)S(C)(=O)=O)CC2)cc1,-6,-0.1,2,1,7,-2,0,6,1,12
COc1cccc(C(=O)c2c[nH]c(C(=O)NCCCN3CCOCC3)c2)c1,-1,-1.9,-3,-2,0,1,3,-2,-1,-1
O=C(Cn1ncc2c(=O)oc3ccccc3c21)NCCC1=CCCCC1,6,0.1,3,-15,-1,-3,-3,-4,3,-1
Cc1nc(-c2cccnc2)sc1C(=O)Nc1ccc(F)cc1F,2,-2.8,-5,-5,-9,4,0,-4,-2,-19
O=C(CCCOc1ccc(Cl)cc1Cl)NNC(=O)C1CCC1,3,-0.4,1,-7,3,1,1,-2,1,13
Cc1nn(C)cc1/C=C/C(=O)c1ccc(O)cc1,3,-1.2,0,-1,10,-2,-7,-1,-5,-13
O=C(Nc1ccc(Cl)cc1Cl)c1ccc(Br)o1,3,-0.3,4,3,0,-2,0,-8,-3,8

# Continued.
SMILES,TCR-CD3 inh,PG9 binder,PRMT1 FP inh,ABHD4 inh,SIAE primary,LEDGF integ inh,UHRF1 MBD2 ctr,HTRA1 inhibitor,Tn7 DDE FP,TDP2 inh
O=C(Cc1c[nH]c2ccccc12)Nc1ccc(Nc2cccnc2)c(-c2ccc(OC(F)(F)F)cc2)c1,-5,0.0,8,20,8,-5,-2,/,-1,-7
C[C@H](c1ccccc1)N1C[C@H](COCc2ccccc2)Oc2cc(N3CC[C@@H](O)C3)ccc2S1(=O)=O,3,2.8,3,-33,-2,-2,2,/,3,-4
COc1cc(NC(=O)c2n[nH]c(=O)c3ccccc23)cc(OC)c1,0,6.5,3,0,-7,-3,8,-4,-4,-2
CCOC(=O)N1CCN(C(=O)CSCC(=O)Nc2nc(-c3ccc(Cl)s3)cs2)CC1,8,-3.7,1,-3,-3,0,-1,1,-3,-5
Cc1ccccc1-n1cc(-c2ccc(Br)cc2)nc1SCC(N)=O,5,2.2,-1,-9,-10,-1,0,/,-5,-4
Cc1ccc(-n2nc3c(=O)n(CC(=O)NCc4cccs4)nc(C)c3c2C)cc1,2,-1.5,-4,-3,14,-1,-1,-2,-4,-21
FCCCOc1ccc(/C=N/OCc2ccc(Cl)cc2Cl)cc1,-3,-0.7,-3,-6,-6,-1,4,-3,4,-12
Cc1cc(NCc2ccccn2)n2ncc(-c3ccccc3)c2n1,-8,1.8,1,45*,0,0,1,12,0,7
Cc1nc(C)c(C(=O)N2CCCC(C(=O)c3ccc(Cl)cc3C)C2)s1 (centres undefined),-2,-3.3,-8,3,-1,3,2,1,1,-9
CC(C)(C)c1ccc(OCCC(=O)NNC(=O)c2ccncc2)cc1,-7,0.4,-1,-1,0,-6,0,1,4,-6
CN1CCN(c2ccc(NC(=O)CSc3ccccc3)cc2F)CC1,5,-2.6,-4,-5,5,2,-1,0,-4,6
O=C(NC1CCCCC1)C(c1ccncc1)N(C(=O)c1ccco1)c1ccc(F)cc1 (centres undefined),1,2.3,4,-5,2,-2,1,9,4,-6
C[C@@H](CO)NC(=O)c1[nH]cnc1C(=O)Nc1ccccc1,1,-2.2,-5,2,2,-1,-2,/,0,-7
COc1ccc(S(=O)(=O)N2CCCC(C(=O)NCc3ccco3)C2)cc1Cl (centres undefined),4,0.6,-6,0,15,2,0,-1,6,9

# Rows were taken by chance; any-hit rate near 4.2%.
